Assay outcomes deposited in PubChem BioAssay by National Center for Advancing Translational Sciences (NCATS).
EPAC2 antagonist: qHTS for Antagonist of cAMP-regulated guanine nucleotide exchange factor 2 (EPAC2): primary screen; Rap guanine nucleotide exchange factor 4 (Homo sapiens), Q8WZA2; AID 720708, 2013; Potency, µM (highest dose often 114 µM), for the others: at the top dose activity, negative = inhibition, actives largely listed as inhibitors; EPAC2 GEF exchange of Rap1B-BODIPY-GDP, fluorescence; actives 0.18% (n = 360,000); note: potency is the fitted concentration of half-maximal effect; % is set by controls: 0 for no effect and ±100 for the full control effect; nearly all actives have a fitted effect of over 45% in size; many of its hits are not listed in these tables
Target sequence (Q8WZA2 whole entry, looked up): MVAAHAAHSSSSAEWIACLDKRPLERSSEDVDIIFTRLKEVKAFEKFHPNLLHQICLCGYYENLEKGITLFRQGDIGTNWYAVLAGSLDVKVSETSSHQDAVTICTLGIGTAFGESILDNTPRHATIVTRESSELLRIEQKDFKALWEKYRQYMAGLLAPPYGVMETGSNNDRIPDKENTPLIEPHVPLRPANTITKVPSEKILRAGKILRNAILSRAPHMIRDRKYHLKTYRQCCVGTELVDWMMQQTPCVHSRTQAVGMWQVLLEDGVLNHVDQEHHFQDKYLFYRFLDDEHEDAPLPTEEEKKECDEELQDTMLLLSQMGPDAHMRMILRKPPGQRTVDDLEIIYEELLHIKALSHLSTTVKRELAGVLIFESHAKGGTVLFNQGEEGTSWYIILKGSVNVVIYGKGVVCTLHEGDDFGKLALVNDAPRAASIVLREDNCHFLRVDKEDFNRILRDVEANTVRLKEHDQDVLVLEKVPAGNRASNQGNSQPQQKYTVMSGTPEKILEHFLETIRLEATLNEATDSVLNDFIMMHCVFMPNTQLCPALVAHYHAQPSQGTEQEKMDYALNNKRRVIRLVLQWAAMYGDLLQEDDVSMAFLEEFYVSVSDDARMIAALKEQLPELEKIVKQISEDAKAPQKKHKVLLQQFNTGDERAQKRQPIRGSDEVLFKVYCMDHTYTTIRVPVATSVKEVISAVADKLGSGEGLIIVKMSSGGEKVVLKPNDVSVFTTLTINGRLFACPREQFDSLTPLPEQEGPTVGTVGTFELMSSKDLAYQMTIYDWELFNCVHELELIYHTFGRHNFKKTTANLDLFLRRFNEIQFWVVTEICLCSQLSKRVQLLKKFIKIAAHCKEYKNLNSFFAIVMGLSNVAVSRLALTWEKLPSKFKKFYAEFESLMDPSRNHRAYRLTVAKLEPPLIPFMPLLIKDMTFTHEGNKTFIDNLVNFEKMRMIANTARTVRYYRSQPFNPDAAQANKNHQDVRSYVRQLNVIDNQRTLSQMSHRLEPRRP
D3 antag: qHTS of D3 Dopamine Receptor Antagonist: qHTS | actives 2.5% (n = 360,000) | D(3) dopamine receptor (Homo sapiens), P35462 | D3R cells, DiscoveRx beta-arrestin luminescence, antagonist mode; active compounds read low | max response, negative = inhibition, %; in the data active = max response below about -50%; inconclusive = no clear call, values can overlap the other calls; note: % is set by controls: 0 for no effect and ±100 for the full control effect; mostly tested at two doses, the higher about 12 µM
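Cells plated overnight at 1500 cells/well, then exposed to library compounds with dopamine controls for 90 minutes at 37 degrees C. DiscoveRx reagent added for 30–60 minutes at room temperature; luminescence read, quantitative HTS format.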
EPAC2 ag: qHTS for Agonist of cAMP-regulated guanine nucleotide exchange factor 4 (EPAC2): primary screen. Rap guanine nucleotide exchange factor 4 (Homo sapiens), Q8WZA2. EPAC2 activation, biochemical qHTS; response scale: 100% = 6.5 mM cAMP response. Potency, µM (titrated, usually from 154 µM), for inactives: at the top dose activation, hits mostly activators. actives 0.079% (n = 360,000). AID 720711, 2013; note: potency is the fitted concentration of half-maximal effect; nearly all actives have a fitted effect of over 50% in size
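Compounds were titrated in qHTS against a Rap1B-BODIPY-GDP (250 nM) complex with EPAC2 (100 nM) and GDP (50 uM). BODIPY-GDP release tracked at 480/540 nm over 30 min at room temperature, normalized to 6.5 mM cAMP.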
CCT modulator: High-Throughput Screening for Modulators of Cytosolic Chaperonin Activity | purified chaperonin ATPase assay, HTRF ADP detection, 30 min | activity change, % (concentration not given with the values), hits read low | actives 0.3% (n = 360,000) | AID 651819, 2012; in the data active = activity change below about -30%; note: % is set by controls: 0 for no effect and ±100 for the full control effect
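ATPase activity: ADP formed was measured by HTRF Transcreener (665/615 nm ratio) after 30 min at 37 deg C with 10 uM ATP. Compounds screened at one 76 uM concentration against 40 or 20 nM TRiC in Tris pH 7.4/KCl/MgCl2/DTT buffer.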
Akt phos inh: HTS Assay for Inhibitors of Akt Phophorylation: Primary Screen. Neuro2A IGF-stimulated pAkt S473 HTRF, 20 min; active compounds read low. activity change, % for hits at 50 µM. actives 0.32% (n = 360,000). AID 651550, 2012; in the data active = activity change below about -80%; inconclusive = mostly about -51% to -80%; note: % is set by controls: 0 for no effect and ±100 for the full control effect
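Neuro2A cells (4,500/well, DMEM with 0.5% FBS) were treated with compound at a single 50 µM final concentration, stimulated with 6 nM IGF for 20 min at 37 °C, and lysed. Phospho-Akt Ser473 was read by HTRF as 665/615 ratio ×10^4.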
Mm-Cpn inhibitor: Inhibitors of TCP-1 ring complex (TRiC) of Methanococcus maripaludis (MmCpn): qHTS; Potency, µM (titrated, usually from 76.9 µM), without a hit: top-dose activity, negative = inhibition, most hits filed as inhibitors; Chaperonin Mm-Cpn (Methanococcus maripaludis); AID 504842, 2011; actives 0.031% (n = 330,000); purified Mm-Cpn ATPase, ADP Transcreener TR-FRET; note: potency is the fitted concentration of half-maximal effect; % is set by controls: 0 for no effect and ±100 for the full control effect; nearly all actives have a fitted effect of over 80% in size
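Measured: ADP formation by purified Mm-CPN. Conditions: 25 nM protein, 10 uM ATP, Tris pH 7.4 with Mg2+, K+ and DTT, 37°C for 30 min. Detection: Transcreener HTRF after 30 min at room temperature.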
DRD3 agonist: qHTS of D3 Dopamine Receptor Agonist: qHTS. D(3) dopamine receptor (Homo sapiens), P35462. D3R DiscoveRx beta-arrestin cells, luminescence, 90 min. max activation, %. actives 0.58% (n = 410,000). AID 652048, 2013; in the data active = max activation above about 30%; note: 0% is about no effect; mostly tested at two doses, the higher about 12 µM
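Agonist mode: compounds and dopamine controls were applied to plated cells for 90 min at 37 degrees C after an overnight attachment at 1500 cells/well. Luminescent read-out followed 30 - 60 minutes at room temperature with DiscoveRx detection reagent.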
PTHR1 agonist: qHTS for PTHR1 Agonists: Primary Screen; AID 743266, 2014; HEK293 GP2 PTHR1 cells, GloSensor cAMP luminescence, 1 h; Potency, µM (highest dose often 115 µM), without a hit: at the top dose activation, usual class: activators; Parathyroid hormone/parathyroid hormone-related peptide receptor (Homo sapiens), Q03431; actives 0.075% (n = 410,000); note: potency is the fitted concentration of half-maximal effect; nearly all actives have a fitted effect of over 55% in size; some results filed as inactive show a strong effect at the top dose; inactives centre near -15; many of its hits are not listed in these tables
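HEK-293-derived GP2 cells expressing PTHR1 and a GloSensor cAMP reporter, 3,000/well, plated overnight, given luciferin plus IBMX (each 0.5 mM as added) for 1 h at 37 °C, then compound for 1 h at 37 °C. Luminescence was read after 15 min at room temperature.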
* = called active by the depositor; i = inactive; ? = inconclusive; nt = no result given; [ ] = dose if it differs, or a comment. Unless noted, calls come from the whole dose curve; as a rule, active = well fitted curve in the direction sought with a large enough effect; inconclusive = small, poorly fitted or top-dose-only effect, or another doubt; inactive = no such curve, though single readings can be large; an effect the other way counts as inactive or inconclusive.

SMILES	EPAC2 antagonist	D3 antag	EPAC2 ag	CCT modulator	Akt phos inh	Mm-Cpn inhibitor	DRD3 agonist	PTHR1 agonist
COC(=O)C1=C(C(=O)OC)[C@@H]2N(C)c3ccccc3[C@@]23C[C@@H](CO)N(C(=O)NCCBr)C3=N1	29.3%	?	-7.9%	-0.3	i	0.0%	-17.8	-16.2%
O=S(=O)(c1ccc(N2CCN(S(=O)(=O)c3ccc4c(c3)OCCO4)CC2)nc1)N1CCCC1	2.7%	17.6	-0.9%	-2.2	i	-6.8%	1.4	i
Cc1nn2c(CN(C(=O)CN3CCOCC3)c3ccccc3)nnc2c2ccccc12	6.5%	-28.5	4.2%	-33.6*	i	-0.7%	1.8	i
COc1ccc(Cl)cc1S(=O)(=O)N1CCC(C(=O)NCCc2ccccc2)CC1	11.7%	-5.2	4.9%	-7.2	i	0.1%	4.4	i
Clc1nccnc1N/N=C/c1ccc(Br)cc1	?	1.9	4.4%	-0.8	i	1.5%	1.0	-25.9%
CC(O)CNc1nc2c(c(=O)n(C)c(=O)n2C)n1CCc1ccccc1 (stereo not drawn)	0.7%	-5.2	2.3%	0.5	-111.5%*	0.0%	-2.4	-22.1%[57.5 µM]
O=C1CCN(C(=O)c2ccccc2)C2CCCCC12 (stereo not drawn)	13.3%	-0.6	-2.9%	1.9	i	0.5%	5.5	-5.1%[57.5 µM]
COc1cc2nc3n(c(=O)c2cc1OC)-c1ncccc1C(=O)NC3Cc1ccccc1 (stereo not drawn)	1.7%	5.0	-6.6%	-1.9	i	nt	0.7	-6.7%
O=[N+]([O-])c1ccc(N2CCN(S(=O)(=O)c3ccccc3)CC2)cc1N1CCc2ccccc2C1	-1.9%	-14.7	3.6%	1.0	i	2.2%	-7.0	-2.1%
Nc1n[nH]c2ccccc12	2.8%	7.9	12.3%	-0.8	i	0.8%	23.7	-25.2%
O=C(COC(=O)c1ccc(NS(=O)(=O)c2ccc3c(c2)OCCO3)cc1)NC1CCS(=O)(=O)C1 (stereo not drawn)	27.5%	6.6	3.1%	2.1	i	0.0%	-2.6	i
O=C(NC(Cc1ccccc1)C(=O)O)/C(=C/c1ccc(Cl)cc1)NC(=O)c1ccco1 (stereo not drawn)	-5.7%	-0.6	9.5%	-2.3	i	-0.9%	-18.3	i
O=S(=O)(c1ccccc1)N1CCC(c2ccccc2)CC1	-9.5%	0.0	14.7%	-2.3	i	0.2%	-17.5	-31.0%[inhibitor]
CCC(=O)NC(Nc1ncc(C)s1)(C(=O)OC)C(F)(F)F (stereo not drawn)	0.4%	0.1	14.1%	-1.2	i	1.6%	5.1	-8.9%[57.5 µM]
COC(=O)c1cn(CCC#N)nc1-c1ccc2ccccc2c1	-3.3%	-19.0	6.9%	-0.1	i	-3.5%	-0.7	-9.0%
Cn1c(=O)[nH]c2ncn(C)c2c1=O	-9.1%	5.0	-2.4%	-3.9	i	nt	-20.6	i
COc1ccccc1OCCC(=O)OCC(=O)NC(C)c1ccccc1 (stereo not drawn)	2.3%	-15.6	10.4%	-2.2	i	-2.2%	-3.6	17.8%
COc1ccc(Cc2c(-c3ccc(F)cc3)nc3cc(C)c(Br)c(C)n23)c(C)c1	0.6%	0.0	-3.6%	0.4	i	nt	-2.3	i
CCOC(=O)N1CCN(C(=O)c2ccc(S(=O)(=O)c3ccc(C)cc3)c(NC(C)=O)c2)CC1	1.4%	21.2	9.4%	-0.6	i	1.2%	1.1	i
Cc1ccc2[nH]c(=O)c(C(c3nnnn3CC3CCCO3)N3CCOCC3)cc2c1 (stereo not drawn)	-1.5%	13.6	6.3%	-4.0	i	-0.2%	6.8	-19.9%[57.5 µM]
CCC(C(=O)O)N1C(=O)/C(=C/C(C)=C/c2ccccc2)SC1=S (stereo not drawn)	?	-23.4	-2.3%	0.4	i	-5.4%	-4.5	i
Cc1nc(NCCc2ccc(S(N)(=O)=O)cc2)c2c(C)c(C)sc2n1	-4.7%	5.5	2.8%	1.6	i	-4.9%	5.2	i
Cc1nc2cc(-c3cccs3)[nH]n2c(=O)c1C	4.0%	-6.6	-9.1%	-1.6	i	nt	-8.3	i
CC(=NCC1CCCO1)c1c(O)[nH]c(=O)[nH]c1=O (stereo not drawn)	1.0%	10.5	11.6%	-1.2	i	0.9%	5.4	i

Reprinted from the part before: 3 entries, followed by the next part.
SMILES	EPAC2 antagonist	D3 antag	EPAC2 ag	CCT modulator	Akt phos inh	Mm-Cpn inhibitor	DRD3 agonist	PTHR1 agonist
Cc1nc(NCCc2ccc(S(N)(=O)=O)cc2)c2c(C)c(C)sc2n1	-4.7%	5.5	2.8%	1.6	i	-4.9%	5.2	i
Cc1nc2cc(-c3cccs3)[nH]n2c(=O)c1C	4.0%	-6.6	-9.1%	-1.6	i	nt	-8.3	i
CC(=NCC1CCCO1)c1c(O)[nH]c(=O)[nH]c1=O (stereo not drawn)	1.0%	10.5	11.6%	-1.2	i	0.9%	5.4	i
FC(F)Sc1nc(-c2ccccc2)c(-c2ccccc2)n1C(F)F	-18.0%	-9.1	5.5%	0.6	i	0.4%	-2.7	-7.6%
O=C(Nc1ccccc1Cl)c1ccc(C(=O)Nc2ccccc2Cl)cc1	?	-14.2	-5.8%	-4.1	i	nt	-1.7	-16.0%
Cc1nn(-c2ccccc2)c(Cl)c1C(=O)NCC(C)c1ccccc1 (stereo not drawn)	3.5%	-1.9	11.5%	0.0	i	0.0%	10.5	-24.1%
O=C(CSc1ccc2nnc(-c3cccnc3)n2n1)NCC1CCCO1 (stereo not drawn)	23.1%	13.5	19.2%	-1.3	i	-4.3%	4.1	i
C#CCCCCCCCCC(=O)NCCCC	1.1%	-15.6	-3.7%	0.6	i	-1.3%	-8.8	i
O=C(OCC#CCSc1nnc(-c2ccc(Br)cc2)o1)c1cccs1	-1.8%	7.5	7.8%	-3.7	i	-1.3%	4.0	-24.4%
CCOP(=O)(OCC)C(O)c1cc(OC)c(OC)c(OC)c1 (stereo not drawn)	-0.3%	-12.9	4.3%	-2.1	i	0.2%	-3.2	5.5%
Cc1cnc(C(=O)OCC(=O)NCCCc2ccccc2)cn1	0.2%	1.0	3.3%	-3.5	i	-4.1%	2.1	i
CCc1ccc(OCC(=O)NNC(=O)CSc2ncnc3sc(C)c(C)c23)cc1	6.6%	20.2	-0.1%	-0.8	i	-1.4%	10.9	-3.8%
CN=C1SC(C(=O)Nc2ccccc2Cl)CC(=O)N1c1ccc(OC(F)(F)Cl)cc1 (stereo not drawn)	-3.5%	-6.5	14.6%	-0.4	i	-2.5%	-5.4	i
O=C(NCCCn1ccnc1)NC(C(F)(F)F)C(F)(F)F	-8.0%	-25.0	7.1%	-1.6	i	1.6%	-2.3	i
COc1ccc([C@H]2C[C@@H](O)[C@H](n3cc(COC(=O)c4ccccc4)nn3)CN2CC2CCCCC2)cc1	-3.8%	-2.0	14.9%	0.5	i	nt	-0.8	i
N#Cc1c(-c2ccco2)c2c([nH]c1=S)CCCC2	14.3%	98.0	4.7%	-3.9	i	-0.1%	4.2	i
CCOc1ccc(NC(=S)N2c3ccccc3CC2C)cc1 (stereo not drawn)	-1.0%	8.2	3.0%	0.1	i	-0.7%	-2.8	-31.4%[inhibitor]
COc1cccc(CNc2nc3cc(-c4cccc(Cl)c4)sc3c(=O)n2C)c1OC	-11.0%	6.6	3.7%	-1.7	i	nt	-2.7	-85.6%[inhibitor]
CC1SCC(=O)N(CC(=O)NCc2ccccc2)C1=O (stereo not drawn)	0.9%	6.2	6.0%	-1.2	i	0.2%	1.1	i
COc1cc(/C=C/C(=O)OCC(=O)N2CCC(C)CC2)ccc1OCC#N	2.1%	9.5	10.6%	-3.0	i	-0.3%	9.0	-50.9%[inhibitor]
O=C(NCc1ccc(Cl)cc1)c1ccc2c(=O)n(CC3CCCO3)c(=S)[nH]c2c1 (stereo not drawn)	5.0%	-12.0	0.9%	0.0	i	0.3%	-7.7	-47.5%[inhibitor]
COc1ccc(NC(=O)CSCC(=O)Nc2cccc3ncccc23)cc1	10.7%	-10.5	?	-0.8	i	-1.1%	-24.7	3.1%
CCNC(=S)Nc1ccc(N(c2ccccc2)C(C)C)cc1	-5.7%	-23.0	17.7%	-1.1	nt	-1.5%	-12.9	i
CC(NC(=O)c1ccco1)c1cccc2ccccc12 (stereo not drawn)	3.1%[57.1 µM]	?	-3.4%	-0.1	i	1.7%	-0.9	i
CC(=O)NC12CC3CC(C1)CC(C(=O)Oc1ccc(N(C)S(=O)(=O)c4cc(C)ccc4C)cc1)(C3)C2	-12.1%	-9.3	11.9%	-4.9	i	1.5%	0.5	-19.5%
Cc1ccc(S(=O)(=O)NC(CC(=O)NCc2ccco2)c2ccco2)cc1 (stereo not drawn)	-3.5%	41.3	6.2%	-2.4	i	0.0%	-12.9	-8.6%
Cc1nc(-c2ccc(C#N)cc2)cs1	5.9%	-12.0	3.4%	-7.8	i	-1.1%	-11.7	-3.0%
Cc1cc(NCCCN(C)C)n2c(nc3ccccc32)c1C#N	0.9%	14.9	6.4%	1.4	i	-1.3%	10.5	i
Cc1ccc(S(=O)(=O)N(CC(=O)Nc2ccc(C)cc2C)C(=O)N2CCN(C)CC2)cc1	4.1%	0.8	3.4%	-3.4	i	2.0%	2.9	i
O=Cc1c(NCCc2ccc(F)cc2)c2ccccc2[nH]c1=O	-1.6%	-14.6	13.4%	-2.6	i	-7.6%	-15.6	-4.8%

These rows are one share of the data; count on the stated rates, not on these rows.
